# DNMT1 block: human DNMT1 methyltransferase inhibitors, primary screen, biochemical, molecular beacon, fluorescence, HinP1I cleavage, uHTS; inhibition (reported as % activation of signal), % at 10 µM; hit rate 0.83% among 360,000; AID 588458, 2011; in the data active = inhibition above about 50%
# LMPTP block: LMPTP phosphatase inhibitors, primary screen, biochemical, fluorescence intensity, uHTS. Low molecular weight phosphotyrosine protein phosphatase (Homo sapiens), P24666. recombinant LMPTP-A, OMFP fluorogenic substrate. inhibition, % at 20 µM. hit rate 0.22% among 360,000. AID 651560, 2012;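 active = compounds that cut the enzyme signal by at least half of the control window in the single-dose screen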;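 also: plate controls were DMSO wells with enzyme plus substrate for no effect and substrate without enzyme for full effect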
#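 Test system – LMPTP-A enzyme · Amount – LMPTP-A at 0.625 nM final in the reaction · Buffer or medium – Bis-Tris pH 6.0, DTT, detergent · Reagent – OMFP 400 µM · Doses – single 20 µM dose · Schedule – reaction 50 min, room temperature, dark · Detection – fluorescence intensity of OMFP turnover product · Evaluation – percent inhibition versus substrate-only and uninhibited controls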
# Tb MetRS inh: T. brucei MetRS inhibitors, primary screen, biochemical, luminescence; hit rate 0.4% among 360,000; purified T. brucei MetRS, ATP depletion, Kinase-Glo luminescence; inhibition, % at 11.9 µM; methionyl-tRNA synthetase (Trypanosoma brucei brucei); AID 624268, 2012;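 active = inhibition above a per-plate cutoff of the control wells' mean inhibition plus 3 SD, cut at about 5.5% in these data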;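 also: 0% = DMSO wells median and 100% = median of wells with control inhibitor compound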
#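 System: purified T. brucei MetRS enzyme / Detection: Kinase-Glo luciferase luminescence reporting remaining unconsumed ATP / Medium: HEPES buffer with MgCl2, KCl, DTT, spermine, BSA, pyrophosphatase / Replication: singlicate, one well per compound / Evaluation: percent inhibition relative to median high and low control wells / Schedule: 2 h aminoacylation at 25 °C after 15 min preincubation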
# CSN deneddyl inh: inhibitors of CSN-mediated cullin deneddylation, primary screen, biochemical, fluorescence polarization, uHTS | COP9 signalosome complex subunit 5 (Homo sapiens), Q92905 | Purified CSN, SCF-Nedd8-OG deneddylation | inhibition, % at 12.5 µM | hit rate 0.38% among 360,000 | AID 651999, 2013;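 active = pattern-corrected inhibition above about 35%, with an unprinted fluorescence ratio check between 0.5 and 1.5, limit read from the data, passing the limit was not always enough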;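 also: 0% = enzyme with substrate and 100% = substrate without enzyme; some results filed as inactive read as strong as hits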
#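 Test system: purified human Csn5 enzyme expressed in HEK293T cells. Amount: 0.24 nM enzyme. Reagent: SCFSkp2-Nedd8OG substrate at 10 nM final. Schedule: 90 min incubation of compound, enzyme and substrate at room temperature. Detection: fluorescence polarization. Read-out: % inhibition of substrate cleavage by Csn5.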
# Rpn11 inh: Rpn11 (PSMD14) deubiquitinase inhibitors, primary screen, biochemical, fluorescence polarization, uHTS; 26S proteasome non-ATPase regulatory subunit 14 (Homo sapiens), O00487; human 26S proteasome, Ub4-pepOG fluorescence polarization; 20S core pre-blocked with epoxomicin; calls only at 20 µM; hit rate 0.59% among 360,000;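 active = inhibition at 20 µM, scaled to each plate's controls, above about 33%, limit read from the data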
# Target sequence (O00487 whole entry, looked up): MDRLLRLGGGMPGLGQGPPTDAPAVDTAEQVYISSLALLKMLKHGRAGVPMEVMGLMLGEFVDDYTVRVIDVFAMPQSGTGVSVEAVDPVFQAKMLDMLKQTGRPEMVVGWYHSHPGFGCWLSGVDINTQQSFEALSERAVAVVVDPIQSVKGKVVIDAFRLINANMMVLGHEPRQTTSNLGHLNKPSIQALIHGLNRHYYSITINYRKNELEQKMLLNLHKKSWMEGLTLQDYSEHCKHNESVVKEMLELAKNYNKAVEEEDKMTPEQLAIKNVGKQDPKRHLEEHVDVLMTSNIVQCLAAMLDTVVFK
# SUMO1 PPI mod: modulators of SUMO1 protein-protein interactions, primary screen, biochemical, uHTS; inhibition, % at 20 µM; Small ubiquitin-related modifier 1 (Homo sapiens), P63165; SUMO1 binding to a labelled peptide, TR-FRET, 1 h; hit rate 0.33% among 360,000; in the data active = inhibition above about 37%
# Target sequence (P63165 whole entry, looked up): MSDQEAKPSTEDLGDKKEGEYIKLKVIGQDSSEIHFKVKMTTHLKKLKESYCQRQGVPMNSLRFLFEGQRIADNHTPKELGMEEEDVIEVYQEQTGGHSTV
# MLLE-PAM2 inh: inhibitors of PABP1 MLLE–PAM2 peptide binding, primary screen, biochemical, fluorescence polarization, FITC-PAM2, GST-MLLE; inhibition, % at 20 µM; AID 588489, 2011; hit rate 0.36% among 360,000; Polyadenylate-binding protein 1 (Homo sapiens), P11940; in the data active = inhibition above about 35%, passing the limit was not always enough;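 also: plate controls were DMSO wells with GST-MLLE for no effect and wells lacking GST-MLLE protein for full effect; some results filed as inactive read as strong as hits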
# Target sequence (P11940 whole entry, looked up): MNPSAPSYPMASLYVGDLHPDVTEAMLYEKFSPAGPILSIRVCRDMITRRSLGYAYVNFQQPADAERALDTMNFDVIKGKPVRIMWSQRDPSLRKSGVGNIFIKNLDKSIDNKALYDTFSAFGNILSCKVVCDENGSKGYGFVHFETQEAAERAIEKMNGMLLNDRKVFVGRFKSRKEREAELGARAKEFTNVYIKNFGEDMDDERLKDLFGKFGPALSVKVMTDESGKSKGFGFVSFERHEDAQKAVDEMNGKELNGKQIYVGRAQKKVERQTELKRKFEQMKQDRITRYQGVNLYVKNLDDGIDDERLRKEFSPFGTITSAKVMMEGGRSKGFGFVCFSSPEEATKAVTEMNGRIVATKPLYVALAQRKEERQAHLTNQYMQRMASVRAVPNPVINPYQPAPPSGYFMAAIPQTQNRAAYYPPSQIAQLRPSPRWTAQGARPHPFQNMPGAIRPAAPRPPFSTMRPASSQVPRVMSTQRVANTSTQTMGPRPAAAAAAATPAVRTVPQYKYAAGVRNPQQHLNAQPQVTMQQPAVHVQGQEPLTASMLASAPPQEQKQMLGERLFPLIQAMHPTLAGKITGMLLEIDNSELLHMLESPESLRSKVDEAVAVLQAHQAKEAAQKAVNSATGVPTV
# STEP block: STEP phosphatase inhibitors, primary screen, biochemical, fluorescence intensity, uHTS; hit rate 0.25% among 360,000; inhibition, % at 20 µM; Tyrosine-protein phosphatase non-receptor type 5 (Homo sapiens), P54829; recombinant STEP, OMFP fluorogenic substrate;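 active = inhibition at 20 µM, scaled per plate between control wells, above about 37%, limit read from the data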;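 also: 0% = DMSO with enzyme and substrate and 100% = substrate only without enzyme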
#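 System: isolated STEP enzyme; schedule: 20 min enzyme reaction at room temperature, protected from light; medium: Bis-Tris buffer pH 6.0, 2.5 mM DTT, 0.005% Tween 20; signal: fluorescence, 480/540 nm; dosing: single compound dose of 20 µM, 1% DMSO final; also added: OMFP substrate, 25 µM final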
# NadD block: inhibitors of S. aureus NadD, primary screen, biochemical, colorimetric, uHTS; purified NadD enzyme, colorimetric absorbance read-out; AID 602399, 2012; hit rate 0.78% among 360,000; Nicotinate-nucleotide adenylyltransferase NadD (Staphylococcus aureus N315); inhibition, % at 20 µM; in the data active = inhibition above about 26%; also: some compounds past the cut are filed as inactive
# Scp-1 inhibitor: Scp-1 phosphatase inhibitors, primary screen, biochemical, colorimetric, uHTS; Carboxy-terminal domain RNA polymerase II polypeptide A small phosphatase 1 (Homo …; Recombinant Scp1, phosphopeptide, malachite green phosphate absorbance; inhibition, % at 20 µM; hit rate 0.88% among 340,000;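 active = inhibition above about 50% at 20 µM, limit read from the data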;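 also: plate controls were DMSO wells with enzyme for no effect and wells lacking enzyme for full effect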
#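 Test system: SCP-1 catalytic domain; Buffer or medium: Acidic Tris acetate buffer with magnesium and detergent; Also added: Phosphorylated 17-residue peptide substrate; Compound: single 20 µM dose, 1% DMSO; Schedule: enzyme reaction 45 min at room temperature, colour 5 min, stabilisation 30 min; Signal: Phosphate-binding colour reagent, absorbance read at 630 nm.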
# Active calls of the source: *; i = inactive; nt = not tested or not shown.
# Values in the order – Tb MetRS inh	DNMT1 block	SUMO1 PPI mod	NadD block	Scp-1 inhibitor	Rpn11 inh	STEP block	CSN deneddyl inh	LMPTP block	MLLE-PAM2 inh
Nc1ncnc2c(C3OC(CO)C(O)C3O)scc12 (stereo not drawn)
→ 0.3	10	-17	1	-8	i	-4	-2	-1.2	10
O=S(=O)(c1ccccc1)N1CCC(N2CCCCCC2)CC1
→ 0.4	-3	1	18	-4	i	-3	-1	-3.2	-3
CC(C)Cc1ccc(/C=C/C(=O)N2CCOCC2)cc1
→ 0.0	-2	25	-3	-5	i	3	-6	-1.1	11
CC(=O)N1CCN(c2ncnc3sc(-c4ccccc4)cc23)CC1
→ 0.1	4	8	-3	-3	i	2	8	0.5	3
CC(C)c1cc(-c2cc(-c3ccc(Cl)cc3)on2)nc(NC2CCCC2)n1
→ -0.3	5	-4	6	6	i	-1	-3	0.4	1
Cc1ccc(C(=O)Nc2nc3nc(-c4ccccc4)cc(=O)n3[nH]2)cc1
→ 0.1	-2	4	8	3	i	1	0	-1.6	14
Nc1cc(N)nc(SCc2cc([N+](=O)[O-])cc3c2OCOC3)n1
→ 2.5	-3	-14	1	-7	i	2	0	3.9	-1
N#Cc1nc(-c2ccccc2F)oc1NCc1cccc2c1OCO2
→ 0.0	-1	-2	-6	-16	i	1	0	0.1	-4
O=C(O)CCC(=O)N(Cc1ccccc1)Cc1ccccc1
→ 0.4	-2	4	3	-2	i	0	0	-1.2	3
O=C(CSc1n[nH]c(=O)[nH]c1=O)N1CCCCCC1
→ -0.6	1	-5	-3	-21	i	-2	0	-1.8	-3

# Entries of single compounds, looked up by structure. Order of screens: Tb MetRS inh, DNMT1 block, SUMO1 PPI mod, NadD block, Scp-1 inhibitor, Rpn11 inh, STEP block, CSN deneddyl inh, LMPTP block, MLLE-PAM2 inh
# `O=C(O)CCC(=O)N(Cc1ccccc1)Cc1ccccc1` is listed as 0.4, -2, 4, 3, -2, i, 0, 0, -1.2, 3
# `Nc1cc(N)nc(SCc2cc([N+](=O)[O-])cc3c2OCOC3)n1` is listed as 2.5, -3, -14, 1, -7, i, 2, 0, 3.9, -1
# `Nc1ncnc2c(C3OC(CO)C(O)C3O)scc12` (stereo not drawn) is listed as 0.3, 10, -17, 1, -8, i, -4, -2, -1.2, 10
# `O=C(CSc1n[nH]c(=O)[nH]c1=O)N1CCCCCC1` is listed as -0.6, 1, -5, -3, -21, i, -2, 0, -1.8, -3

# Other records:
# Values in the order – Tb MetRS inh	DNMT1 block	SUMO1 PPI mod	NadD block	Scp-1 inhibitor	Rpn11 inh	STEP block	CSN deneddyl inh	LMPTP block	MLLE-PAM2 inh
CC(C)N1CC2=C(OC(N)=C(C#N)C2c2cccnc2)/C(=C/c2cccnc2)C1 (stereo not drawn)
→ 0.7	0	-7	6	10	i	-4	-3	-2.0	26
NC(=S)N/N=C/c1cccc(Br)c1
→ -0.1	1	-13	15	-3	i	0	5	-0.2	-12
COC(=O)CCC(NS(=O)(=O)OCC(Cl)(Cl)Cl)c1ccccc1 (stereo not drawn)
→ -0.3	3	6	-1	-18	i	2	3	-0.1	19
O=C(O)C1C2C=CC3(CN(C/C=C/c4ccccc4)C(=O)C13)O2 (stereo not drawn)
→ 0.3	5	-1	1	3	i	8	2	-0.7	-1
CCN(CC)c1ccc(C2NC(=O)NC(C)=C2C(=O)Nc2ccccc2)cc1 (stereo not drawn)
→ -1.3	0	-5	-3	-7	i	-3	22	0.7	-9
CCOC(=O)[C@H]1[C@H]2COc3ccc(Br)cc3[C@H]2N2C(=O)CNC(=O)[C@@]12C
→ 0.3	0	1	-5	-6	i	-1	-5	-0.8	4
Cc1ccc(CNC(=O)C2CCN(S(=O)(=O)c3ccc4c(c3)CC(C)N4C(=O)C3CC3)CC2)cc1 (stereo not drawn)
→ 0.0	-3	7	6	-4	i	0	4	0.6	-6
Cc1cc(C)n(CC(=O)N/N=C/c2ccccn2)n1
→ -0.6	8	-1	-8	-9	i	-1	-3	-1.0	10
COc1cccc(NC(=O)CN(C)C(=O)c2ccccc2OCC(=O)Nc2cccc(C(F)(F)F)c2)c1
→ 0.0	-2	-1	-9	-9	i	-5	2	1.9	5
CCOc1cc(C(=S)N2CCCCC2)ccc1OS(=O)(=O)c1ccc(Br)cc1
→ -0.2	-3	2	-3	-15	i	0	-1	2.1	13

# Later entries
# Values in the order – Tb MetRS inh	DNMT1 block	SUMO1 PPI mod	NadD block	Scp-1 inhibitor	Rpn11 inh	STEP block	CSN deneddyl inh	LMPTP block	MLLE-PAM2 inh
CCn1c(=O)c(=O)n(CC)c2cc(S(=O)(=O)Nc3ccc(C)cc3)ccc21
→ -0.6	0	1	2	-2	i	1	-1	-1.3	0
Cn1c(=O)c2c(nc(Br)n2CC(=O)c2cccs2)n(C)c1=O
→ -1.1	5	0	-3	9	i	-2	6	0.2	6
C=CCn1c(=O)c2ccccc2n2c(SCc3c(C(=O)OCC)oc4ccccc34)nnc12
→ -0.3	1	-8	-2	3	i	5	-1	-3.4	-30
CCc1ccc(S(=O)(=O)NCCc2cn3ccc(C)cc3n2)s1
→ 0.5	1	-9	0	-4	i	-2	1	0.0	-17
CC(C)(C)c1ccc(NC(=O)CC2(C(F)(F)F)OCCO2)cc1
→ -0.3	0	1	-4	-4	i	-2	-4	0.1	-1
Cc1sc(NC(=O)Cc2ccc3c(c2)OCO3)nc1-c1ccc2c(c1)CCN2C(=O)c1cccc(F)c1
→ -0.7	-4	-3	34*	4	i	0	0	1.8	-3
CCOC(=O)c1ccccc1NC(=O)CN(c1ccccc1)S(=O)(=O)N(C)C
→ -0.2	1	-5	-9	6	i	5	-2	-0.2	0
Cc1nc2sc(-c3ccccc3)cc2c(=O)n1-n1cccc1
→ -0.9	-1	-19	-2	0	i	-1	-1	1.4	8
O=C(CC(Nc1ccc(Cl)cc1Cl)C(=O)O)c1ccccc1 (stereo not drawn)
→ -1.1	0	2	-9	-11	i	4	1	-1.4	26
CCn1nc(C)c(/C=N\NC(=O)c2cccc(OC)c2)c1C
→ 0.5	2	6	0	-8	i	2	8	-0.9	2

# Three entries drawn at random from the list so far, as already listed:
# Values in the order – Tb MetRS inh	DNMT1 block	SUMO1 PPI mod	NadD block	Scp-1 inhibitor	Rpn11 inh	STEP block	CSN deneddyl inh	LMPTP block	MLLE-PAM2 inh
COc1cccc(NC(=O)CN(C)C(=O)c2ccccc2OCC(=O)Nc2cccc(C(F)(F)F)c2)c1
→ 0.0	-2	-1	-9	-9	i	-5	2	1.9	5
Cc1nc2sc(-c3ccccc3)cc2c(=O)n1-n1cccc1
→ -0.9	-1	-19	-2	0	i	-1	-1	1.4	8
O=C(O)CCC(=O)N(Cc1ccccc1)Cc1ccccc1
→ 0.4	-2	4	3	-2	i	0	0	-1.2	3

# Continuation.
# Values in the order – Tb MetRS inh	DNMT1 block	SUMO1 PPI mod	NadD block	Scp-1 inhibitor	Rpn11 inh	STEP block	CSN deneddyl inh	LMPTP block	MLLE-PAM2 inh
CCOc1ccc(NC(=O)C2CCN(S(=O)(=O)c3ccc4c(c3)N(C(C)=O)CCO4)CC2)cc1
→ -0.2	2	2	7	-7	i	1	0	-0.3	5
O=C1CN(C(=O)CNCc2ccccc2)c2ccccc2N1
→ 0.2	4	3	-1	2	i	1	1	-1.3	8
COc1ccccc1OCCNC(=O)C1CC(=O)N(c2cccc(SC)c2)C1 (stereo not drawn)
→ -0.1	0	0	-1	-1	i	0	-1	-1.6	-1
COC(=O)CN(c1cc(Cl)ccc1OC)S(=O)(=O)c1ccc(OC)c(OC)c1
→ 0.6	-3	-3	-7	-10	i	-2	1	-1.2	6
COC(=O)c1cc(C(=O)c2cccc(Cl)c2Cl)cn1C
→ -0.2	-5	5	-5	-2	i	-2	0	0.1	1
CC(=O)c1c(C)[nH]c(C(=O)Nc2nc(-c3ccc(-c4ccccc4)cc3)cs2)c1C
→ -0.5	-17	4	16	-2	i	1	-19	0.4	-14
COC(=O)C1=C2SCC(=O)N2C(N)=C(C#N)C1
→ -0.6	3	0	-1	3	i	-1	4	-0.9	16
COc1cccc(Nc2nc(C(N)CCc3ccccc3)cs2)n1 (stereo not drawn)
→ -0.3	-4	-31	-2	nt	i	3	2	-0.1	-16
O=C(CCCCn1c(=O)[nH]c2ccccc2c1=O)N1CCN(c2ncccn2)CC1
→ -0.1	2	-1	-5	-10	i	-4	7	-2.4	0
CCN(CC)C(=O)C1=C(C)N(CCCN2CCCC2=O)C(=O)C(CC(=O)NCCCN(C)C)C1 (stereo not drawn)
→ -1.1	-4	1	5	nt	i	4	4	-2.0	-7
COc1ccc(CSc2nc3ccccc3c(=O)n2CCCN2CCOCC2)cc1F
→ -0.3	-2	-1	-9	-7	i	-2	-1	0.5	3
Cn1cnnc1SCC(=O)Nc1sccc1C#N
→ -0.9	7	9	3	10	i	-4	-5	-2.2	-7

# High-throughput results: PubChem, several laboratories
